Source: PubChem BioAssay (several laboratories)
PMI act satM6P: PMI (human) activation, high substrate; coupled PMI enzyme assay, resazurin fluorescence, 20 min; stronger effect = higher value; 1 = untreated enzyme, 0 = substrate-free blank; P34949; 0.34% of 190,000 active; AID 1216; activation factor at 20 µM;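 active = activation factor of 2 or more at 20 µM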
Target sequence (P34949 whole entry, looked up): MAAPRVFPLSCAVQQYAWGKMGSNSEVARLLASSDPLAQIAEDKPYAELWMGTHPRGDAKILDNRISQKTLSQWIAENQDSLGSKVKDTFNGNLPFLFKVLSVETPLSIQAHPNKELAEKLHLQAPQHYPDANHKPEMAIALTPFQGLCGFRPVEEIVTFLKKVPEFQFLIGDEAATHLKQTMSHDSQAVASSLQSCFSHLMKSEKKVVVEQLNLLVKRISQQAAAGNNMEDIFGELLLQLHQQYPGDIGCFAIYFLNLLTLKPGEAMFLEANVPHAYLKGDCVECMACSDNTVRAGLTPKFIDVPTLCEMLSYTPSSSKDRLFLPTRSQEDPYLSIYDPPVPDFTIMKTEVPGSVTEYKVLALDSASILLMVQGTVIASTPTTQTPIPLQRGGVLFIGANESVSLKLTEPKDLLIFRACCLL
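Material: human phosphomannose isomerase with PGI, G6PDH, diaphorase coupling enzymes / Reagent: Man-6-P substrate 1.0 mM / Dosing: single compound dose of 20 µM, 1% DMSO final / Incubation: enzyme reaction with compound 20 min at room temperature / Signal: resorufin fluorescence (Ex 544/Em 590 nm) from resazurin via diaphorase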
PMI activator: increases human mannose-6-phosphate isomerase activity. purified human PMI, coupled resazurin fluorescence, 20 min; stronger effect = higher value; 1 = vehicle control, 0 substrate-free wells. activation factor at 20 µM. 0.005% of 190,000 active;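 active = activation factor of 2 or more at 20 µM, relative to plate controls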
TLR4-MyD88 BLA: inhibitors of human TLR4-MyD88 binding. inhibition, % at 8.4 µM. AID 861. 0.18% of 200,000 active. O00206+Q99836. HeLa CL3-4 TLR4/MyD88 BLA complementation, FRET ratio; in the data active = inhibition above about 25%;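 also: 0% = vehicle and 100% = reference inhibitor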
DTT redox prof: compounds producing H2O2 with reducing agent – biochemical, NIH compound library profiling, artefact control for MLSCN library redox annotation, primary screen; DTT-dependent redox cycling H2O2, phenol red/HRP absorbance; 100% = 100 µM peroxide control, 0% = buffer; activation, % at 10 µM; 0.03% of 200,000 active;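 active = activation of at least 50% relative to the plate's high and low controls in the primary single-dose screen; inactive = activation below 50%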;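 also: compound incubated with DTT at 0.8 mM final as the reducing agent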
Hsp70 activator: Hsp70 transcriptional activation, primary screen; HeLa Hsp70 promoter luciferase reporter, luminescence; scaled: vehicle 0, proteasome-inhibitor control 100%; activation, % at 10 µM; 0.04% of 200,000 active; AID 1203;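 active = activation above the mean across all tested compounds plus 3 SD, cutoff set per campaign, cut at about 5.5% in these data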;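 also: 100% = MG132 at 30 µM as the positive control and 0% = DMSO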
L major viab: Leishmania major promastigote growth inhibition. Leishmania major promastigotes, resazurin fluorescence viability. inhibition, % at 10 µM. 9% of 200,000 active. AID 1063;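 also: promastigotes grown with compound for 44 hours at 28 °C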
Diaph inh CS: diaphorase inhibition or chemical oxidation counter-screen; inhibition, % at 20 µM; AID 1217; diaphorase resazurin-to-resorufin fluorescence, NADH, 16 min; bacterial (C. kluyveri) enzyme, not human; 0.69% of 190,000 active;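 active = primary screen inhibition at 20 µM above a set limit, cut at about 50% in these data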;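 also: plate controls were DMSO with full reaction for no effect and wells lacking NADH for full effect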
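Assay system – diaphorase enzyme from Clostridium kluyveri · Amount – diaphorase 0.14 U/mL (working solution) · Times – reaction incubation of 16 min at room temperature · Controls – No-NADH positive control and DMSO neutral control · Signal – resorufin fluorescence 544/590 nm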
RAM network inh: inhibitors of the yeast RAM network; 1.8% of 190,000 active; AID 868; S. cerevisiae dse1pr::URA3 reporter, 5-FOA growth OD615, 2 d; analog-sensitive cbk1-as2 kinase mutant strain; inhibition, % at 50 µM;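 active = inhibition above a set limit, 3 SD over mean compound inhibition, cut at about 8.4% in these data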;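 also: 0% = DMSO-only wells with no growth and 100% = 10 µM 1-NA-PP1 full growth; inhibition rescues growth on 5-FOA so higher OD means more RAM inhibition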
G6PDH counter: inhibits Leuconostoc G6PDH, flagging false hits in G6PDH-based assays. Purified L. mesenteroides G6PDH, diaphorase/resazurin coupled fluorescence, 45 min. inhibition, % at 5 µM. 0.12% of 200,000 active. AID 1020
S1P3 antagonist: blocks the human S1P3 receptor; Q99500; 0.27% of 170,000 active; CHO S1P3 NFAT-BLA reporter, FRET fluorescence, antagonist mode; inhibition, % at 4.98 µM;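 active = inhibition above the plate cutoff, the mean inhibition of test wells on that plate plus 3 SD, cut at about 28% in these data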;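 also: cells challenged with S1P at its EC80 of 0.8 µM; blue over green emission ratio from cleaved BLA substrate after 4 h stimulation; 0% = S1P-stimulated wells and 100% = unstimulated DMSO-only wells; some compounds past the cut are filed as inactive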
Target sequence (Q99500 whole entry, looked up): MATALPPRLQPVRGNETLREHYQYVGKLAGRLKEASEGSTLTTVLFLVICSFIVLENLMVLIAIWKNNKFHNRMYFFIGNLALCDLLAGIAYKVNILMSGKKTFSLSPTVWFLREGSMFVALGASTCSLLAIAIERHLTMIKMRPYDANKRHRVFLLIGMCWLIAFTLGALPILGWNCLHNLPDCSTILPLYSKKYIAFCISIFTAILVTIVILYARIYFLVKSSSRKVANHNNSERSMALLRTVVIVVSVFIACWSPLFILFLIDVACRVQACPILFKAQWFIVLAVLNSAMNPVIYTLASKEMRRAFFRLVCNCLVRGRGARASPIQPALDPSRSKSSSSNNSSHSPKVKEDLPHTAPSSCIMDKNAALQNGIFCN
Diaph act CS: activates diaphorase or chemically reduces, flagging diaphorase assay artifacts | AID 1229 | 0.005% of 190,000 active | activation factor at 20 µM | Diaphorase/resazurin coupled assay, resorufin fluorescence, 16 min; stronger effect = higher value; 1 = vehicle wells, 0 = NADH-free wells;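 active = diaphorase activity raised at least twofold by the compound at 20 µM; inactive = activation factor below 2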
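Assay system: Purified diaphorase enzyme from Clostridium kluyveri | Amount: Enzyme 0.07 U/mL final | Dosing: Compound 20 µM once, DMSO 1% | Timing: 16 min reaction at room temperature | Detection: Fluorescence, excitation 544 nm and emission 590 nm | Evaluation: Higher resorufin formation from activation or reduction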
* hit, by the source's call; nt = no result given. Rule as the data show it, unless noted: active = inhibition above about 50%; inactive = the rest.

The line under a structure holds: Diaph inh CS	PMI act satM6P	Hsp70 activator	S1P3 antagonist	PMI activator	L major viab	Diaph act CS	DTT redox prof	G6PDH counter	TLR4-MyD88 BLA	RAM network inh
- COc1cccc2c1C(=O)O/C2=C/c1ccc2c(c1)OCO2
  9	0.9	0.8	nt	0.9	-14	0.9	3.3	1	9	2.0
- CC(C)CC(NC(N)=O)C(=O)OCC(=O)N(Cc1ccccc1)Cc1ccccc1 (stereo not drawn)
  11	1	0.5	-2	1	1	0.9	0.7	6	-6	1.5
- CCOc1cccc(-c2nnc(SCC(=O)Nc3cc(OC)cc(OC)c3)n2N)c1
  10	0.9	0.1	nt	0.9	2	0.9	0.0	6	-3	1.4
- Cc1nn(Cc2ccc(F)cc2)c(C)c1NC(=O)c1cc2ncc(Br)cn2n1
  27	0.9	-0.5	-13	0.9	1	0.7	-0.1	-6	5	1.7
- NC(=O)CC[C@@H]1NC(=O)[C@@H]2CCCN2C(=O)c2cc([N+](=O)[O-])cc(F)c2NCCC[C@@H](C(N)=O)NC1=O
  14	1	-0.2	-12	1.1	-4	0.9	0.7	6	-6	-0.7
- O=C(NC(=S)NC1CC1)c1cccnc1
  -6	1.1	-0.2	nt	1	-4	1.1	-0.5	10	0	2.1
- Cc1cccc(OCC(=O)Nc2cc(C)on2)c1
  10	0.9	0.3	nt	1	-3	0.9	0.5	4	-10	2.3
- COc1cc(/C=N/NC(=O)C(C)n2nnc3ccccc32)ccc1O (stereo not drawn)
  6	1	-0.3	nt	1	-4	0.9	-0.7	9	-16	1.6
- COc1ccccc1NC(=O)Nc1cccnc1
  2	1	0.1	-8	1	-4	1	-0.8	17	6	5.2
- CSCCCNC(=S)N1CCc2ccccc2C1
  11	1.1	-0.2	11	1.1	3	0.9	-1.1	2	8	1.6
- Cn1nnc2ccccc2c1=O
  3	1.1	-0.4	-14	1.1	-3	1	-1.9	4	-7	1.3
- O=C(O)CC(=O)Nc1ccc(Oc2ccc(C(F)(F)F)cn2)c(Cl)c1
  8	1.1	0.0	-5	1.2	-8	0.9	-0.3	4	2	-0.4
- O=C(CSc1ncn[nH]1)Nc1cccc(S(=O)(=O)N2CCCCCC2)c1
  4	1	0.2	-23	1	-1	1	-0.3	5	8	0.3
- Cc1ccnc(NC(=O)CCC(=O)N(CC(=O)NC(C)(C)C)C2CCCC2)c1
  8	1	0.3	-5	1	0	0.9	2.5	10	-13	-1.1
- CN(C)C(/C=C/Nc1ccccc1F)=C(C#N)C#N
  10	0.9	0.1	nt	0.9	-3	0.9	1.7	-14	2	0.4
- O=C(CCC1(C(=O)O)CCC(=O)NC1)NCc1ccccc1 (stereo not drawn)
  19	0.9	-0.3	-22	0.9	-9	0.8	2.1	-1	-14	0.2
- Cc1cccc(NC(=O)/C(C#N)=C/c2ccc(Sc3ccccc3)o2)c1C
  13	0.9	-0.4	-6	1	-4	0.9	0.0	0	4	14*
- COc1ccc(N2C(=O)C(Cl)=C(Oc3cccc(OC)c3)C2=O)cc1
  18	0.9	-0.1	18	0.9	0	0.8	-0.2	16	3	-0.6
- N#Cc1c(NC(=O)C2C3C=CC(C3)C2C(=O)O)sc2c1CCCCC2 (stereo not drawn)
  -14	1.1	0.1	-14	1.1	-7	1.1	-0.5	18	0	-0.1
- Cc1ccccc1NC(=O)CN1C(=O)S/C(=C\c2cccn2-c2cccc(C(=O)O)c2)C1=O
  9	1	-0.3	nt	1	-10	0.9	3.0	4	8	3.6
- COc1cccc(-n2c(SCc3ccccn3)nc3c(c2=O)SCC3)c1
  13	1	0.0	-9	1	1	0.9	-0.1	0	2	1.2
- O=c1[nH]c(CN2CCN(c3ccccc3Cl)CC2)nc2ccsc12
  10	1	0.5	-50	1.1	-1	0.9	2.7	2	-4	3.3
- COc1ccc(CCNC(=O)CN(c2cccc([N+](=O)[O-])c2)S(C)(=O)=O)cc1
  10	1	-0.3	-2	1	-3	0.9	0.2	8	-5	2.1
- CC(C)Oc1ccc(CSc2ncn[nH]2)cc1
  14	0.9	-0.2	-9	0.9	-11	0.9	-1.1	9	0	1.5
- COc1ccc(/C=N/NC(=O)c2cc(-c3ccccc3OC)nc3ccccc23)cc1COC(C)=O
  22	0.9	-0.2	nt	0.9	10	0.8	-6.8	0	-7	2.4
- O=C(Nc1cccc(-c2cn3c(n2)SCC3)c1)c1ccc2ccccc2n1
  13	0.9	-0.1	-29	1	7	0.9	-0.9	-6	-6	0.6
- Cc1ccc(NC(=O)c2cc(-c3ccco3)on2)cc1
  23	0.8	-0.1	32	0.6	5	0.8	3.8	3	-11	3.7
- COc1ccc(S(=O)(=O)N2CCOCC2)cc1NC(=O)CSc1nnc2ccccn12
  20	1	-0.3	-7	1	4	0.8	0.7	-2	0	0.5
- O=C(Nc1ccc(-c2nc3c(ccc4ccccc43)o2)cc1)c1ccco1
  4	1	0.1	nt	1	-6	1	0.3	1	2	1.8
- COC(=O)c1cc2ccsc2n1CC(=O)Nc1cc(C)cc(C)c1
  -4	1	-0.5	38	0.9	1	1	0.7	-6	-3	3.7
- Cc1ccccc1-n1c(SC/C(O)=C(\C#N)c2nc3ccccc3[nH]2)nnc1-c1ccncc1
  43	0.8	-0.4	nt	0.9	-6	0.6	-0.4	-1	-2	2.3
- O=c1c(Cc2ccc(F)cc2)c(O)ccn1CCc1ccccn1
  14	0.8	-0.1	5	0.9	3	0.9	0.0	6	-7	0.1
- O=C(COC(=O)c1ccccc1Cl)Nc1nccs1
  -3	1	-0.2	nt	0.9	-3	1	-0.2	27	-8	2.3
- Cc1ccccc1CSCCNS(C)(=O)=O
  10	0.9	-0.3	nt	1	-2	0.9	-0.1	12	-1	0.7
- O=C(CC1NCCc2ccccc21)Nc1cccc(Cl)c1 (stereo not drawn)
  13	0.9	-0.2	3	1	20	0.9	-2.1	-5	-11	2.2
- CCn1c2ccccc2c2cc(Nc3cc(C)nc4ncnn34)ccc21
  29	0.9	0.6	8	0.9	33	0.7	-1.1	-41	7	-1.3
- COc1ccccc1CCc1nnc(CCC(=O)N(C)Cc2cccc3cnccc23)o1
  13	0.9	-0.2	-1	0.8	-2	0.9	0.0	20	-4	-1.2
- COc1nc(-c2ccccc2)ccc1-c1noc(C)n1
  4	1	-0.6	32	0.9	-1	1	1.9	12	-10	1.7
- COC(=O)C1=C(C)NC(=O)/C1=C\c1ccco1
  21	0.6	-0.3	nt	0.9	3	0.8	0.9	8	-8	-0.1
- Cc1ccc2cc(CCNC(=O)c3ccc(S(=O)(=O)N4CCCCC4)cc3)c(=O)[nH]c2c1
  72*	0.8	0.7	-11	0.8	11	0.3	0.5	5	-6	3.8
- Cc1cc(S(=O)(=O)Nc2ccc(F)cc2)c(C)s1
  9	0.9	-0.1	nt	0.9	23	0.9	-2.4	-2	-2	1.4
- CCCC(CCC)C(=O)OC1C[C@H]2CC[C@@H](C1)[N+]2(C)C (stereo partly drawn)
  5	1	-0.2	1	1	-4	0.9	-0.5	8	13	0.6
- CC(C)COC(=O)CCNc1n[nH]c(=O)[nH]c1=O
  9	1	-0.1	nt	0.9	-1	0.9	2.0	5	3	2.0
- COc1ccccc1NC(=O)CSc1nncn1-c1cccnc1
  6	1	-0.1	nt	1	-4	0.9	0.7	6	-9	0.4
- CC(C)c1nc(SCC(=O)N2CCCc3ccccc32)c2c(=O)n(C)c(=O)n(C)c2n1
  25	0.8	-0.3	nt	0.9	51*	0.7	-0.9	-23	-4	2.9
- CCc1ccccc1N(C)S(=O)(=O)c1ccc2[nH]cc(C(=O)O)c(=O)c2c1
  23	1.2	-0.1	-8	1.2	-10	0.8	8.8	15	3	2.4
- COc1ccc(CCn2c(SCC(=O)Nc3cc(C)on3)nc3ccccc3c2=O)cc1OC
  5	1	-0.3	4	1	0	0.9	-0.4	1	-7	6.0
- COc1ccc(CN2CCN(CCC(C)C)C(CCO)C2)cc1Cn1cncn1 (stereo not drawn)
  3	1	-0.2	-13	1	-3	1	-1.1	2	-6	0.4
- Cc1csc(NC(=O)CCCc2cccs2)n1
  20	1	-0.3	-1	0.9	2	0.8	0.1	6	-13	-0.6
- O=C(NC(Cc1c[nH]c2ccccc12)C(=O)O)c1ccc(Br)cc1 (stereo not drawn)
  -13	1.1	-0.3	-2	1.1	-6	1.1	0.1	3	-14	1.2
- CCCCC(=O)Nc1cc2nn(-c3ccc(OC)cc3)nc2cc1C
  10	0.9	0.1	16	1	-5	0.9	3.2	-3	-6	3.1
- O=C1C(=O)N(Cc2ccco2)C(c2cccc(Cl)c2)/C1=C(\O)c1ccc2c(c1)OCCO2 (stereo not drawn)
  22	1	0.0	-2	1	-7	0.8	-1.6	2	18	4.4
- O=C(NCCCN1CCOCC1)NC1CCCCC1
  11	1.1	-0.1	nt	1.1	-10	0.9	1.5	0	22	0.7
- CO/N=C\CC(=O)Nc1ccc(Cl)c(Cl)c1
  8	1	0.6	-5	1	-1	0.9	0.1	11	-4	-1.2
- CCOC(=O)c1c(/N=C/C2=C(O)CC(C)(C)CC2=O)sc(C(C)=O)c1C
  16	1	-0.1	-6	1.2	-6	0.8	0.4	-4	-4	-1.7
- Cc1ccc(C(C(=O)NC(C)(C)C)N(CCCN2CCOCC2)C(=O)c2ccc(-c3ccccc3)[nH]2)o1 (stereo not drawn)
  12	1	-0.2	-30	1	24	0.9	-0.8	6	11	1.0

Some entries already given, reduced to PMI act satM6P.
smiles | PMI act satM6P
Cc1ccccc1-n1c(SC/C(O)=C(\C#N)c2nc3ccccc3[nH]2)nnc1-c1ccncc1 | 0.8
O=C(NC(Cc1c[nH]c2ccccc12)C(=O)O)c1ccc(Br)cc1 (stereo not drawn) | 1.1
